CDK5 inh = inhibitors of human CDK5/p35 kinase, primary screen, biochemical, single concentration | Cyclin-dependent kinase 5 (Homo sapiens) + Cyclin-dependent kinase 5 activator 1 (Homo … | Recombinant CDK5/p35, ADP-Glo luminescence, 60 min | inhibition, % at 10 µM | 330,000 compounds, 0.01% hits;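 active = highest replicate inhibition of at least 50% and at least 75% of replicates reaching 50%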;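 also: plate controls were DMSO neutral control for no effect and GW8510 at 10 µM for full effect; many of its hits are not listed in these tables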
Target sequence (Q00535 whole entry, looked up): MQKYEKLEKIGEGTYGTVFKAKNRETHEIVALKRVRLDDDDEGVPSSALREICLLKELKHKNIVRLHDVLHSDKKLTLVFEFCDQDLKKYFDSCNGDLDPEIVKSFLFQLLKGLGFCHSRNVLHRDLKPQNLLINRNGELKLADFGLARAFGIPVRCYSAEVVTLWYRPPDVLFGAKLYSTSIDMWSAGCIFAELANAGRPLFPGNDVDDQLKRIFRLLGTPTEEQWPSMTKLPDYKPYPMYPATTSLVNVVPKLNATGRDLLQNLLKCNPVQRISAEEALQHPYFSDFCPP
Target sequence (Q15078 whole entry, looked up): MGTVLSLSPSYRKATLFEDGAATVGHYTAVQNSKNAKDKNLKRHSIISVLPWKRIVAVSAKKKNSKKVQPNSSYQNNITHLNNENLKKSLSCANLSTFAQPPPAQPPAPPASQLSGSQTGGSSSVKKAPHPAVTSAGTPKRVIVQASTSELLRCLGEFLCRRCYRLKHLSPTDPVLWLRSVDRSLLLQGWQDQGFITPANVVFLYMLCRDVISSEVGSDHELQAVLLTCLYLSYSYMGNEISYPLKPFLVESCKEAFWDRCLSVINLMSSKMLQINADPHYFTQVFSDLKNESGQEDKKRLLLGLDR
PvdQ acylase = P. aeruginosa PvdQ acylase inhibitors, primary screen, biochemical, fluorescence, plate reader and imaging, single point. purified PvdQ acylase. inhibition, % at 10 µM. 340,000 compounds, 0.063% hits. AID 488965, 2010; in the data active = inhibition above about 30%, passing the limit was not always enough;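 also: 0% = vehicle neutral wells and 100% = reference inhibitor wells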
Rtt109 Vps75 = inhibitors of C. albicans Rtt109/Vps75 HAT, primary screen, biochemical, ThioGlo CoA-SH fluorescence, plate reader; purified Rtt109/Vps75, 4 h; inhibition, % at 34.9 µM; 330,000 compounds, 0.16% hits; Histone acetyltransferase RTT109 (Candida albicans (strain SC5314 / ATCC MYA-2876)), …;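 active = inhibition of at least 50% in every replicate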
Target sequence (Q5AAJ8 whole entry, looked up): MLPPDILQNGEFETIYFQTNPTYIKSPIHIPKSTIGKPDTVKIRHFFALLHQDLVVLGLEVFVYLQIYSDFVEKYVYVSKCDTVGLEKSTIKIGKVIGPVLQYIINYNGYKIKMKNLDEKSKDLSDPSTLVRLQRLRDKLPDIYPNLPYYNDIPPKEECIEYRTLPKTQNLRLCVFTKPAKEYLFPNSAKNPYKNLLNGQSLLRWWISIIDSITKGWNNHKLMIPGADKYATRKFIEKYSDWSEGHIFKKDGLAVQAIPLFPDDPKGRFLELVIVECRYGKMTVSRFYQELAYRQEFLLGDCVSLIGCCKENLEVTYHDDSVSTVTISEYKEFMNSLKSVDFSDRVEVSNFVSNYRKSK
dFosB activator = activators of delta FosB homodimer, primary screen, biochemical, fluorescence polarization, TAMRA-CDK5 oligo, single point | 340,000 compounds, 0.99% hits | Protein FosB (Mus musculus), P13346 | AID 493131, 2011 | activation, % at 25 µM | purified delta FosB; percent of positive-control signal above neutral wells;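 active = mean activation above about 17%, with every replicate also reaching it, limit read from the data, passing the limit was not always enough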;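 also: fluorescence polarization rise as delta FosB binds a TAMRA Cdk5 AP-1 oligo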
Keap1 Nrf2 FP = Keap1-Nrf2 protein-protein interaction inhibitors, primary screen, biochemical, fluorescence polarization, single point. 340,000 compounds, 0.15% hits. Kelch-like ECH-associated protein 1 (Homo sapiens), Q14145. inhibition, % at 9.4 µM. Keap1 Kelch-Nrf2 peptide fluorescence polarization, 1536-well; in the data active = inhibition above about 12%;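 also: human Keap1 Kelch domain with fluorescein labeled Nrf2 9mer peptide probe; 0% = neutral control wells and 100% = peptide positive control; higher means more block of Keap1 binding to Nrf2 peptide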
C-LANA FP = inhibitors of KSHV C-LANA binding to DNA, primary screen, biochemical, fluorescence polarization, FAM-LBS DNA, MBP-C-LANA, single point; 340,000 compounds, 0.078% hits; inhibition, % at 9 µM;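 active = highest replicate inhibition at or above 60% at 9 µM, even if other replicates fall short; inactive = all replicates below 60% inhibition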;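 also: 0% = neutral control wells and 100% = 4 µM acridine orange control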
PfHsp90 set2 = growth inhibition of PfHsp90-expressing yeast, primary screen, antimalarial PfHsp90 inhibitor project, S. cerevisiae, BacTiter-Glo luminescence, single point, set 2; AID 504621, 2011; inhibition, % at 9.4 µM; 310,000 compounds, 0.32% hits; BacTiter-Glo ATP, 48 h; yeast lacking PDR1 and PDR3 efflux regulators;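 active = every replicate shows inhibition above about 80%, whatever the replicate mean, limit read from the data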;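 also: 0% = DMSO neutral controls and 100% = 20 µM radicicol positive controls; yeast relying on Plasmodium falciparum Hsp90 in place of its own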
NSD2 HMT inh = NSD2 histone methyltransferase inhibitors, primary screen, biochemical, AlphaScreen, single concentration, set 2; 310,000 compounds, 0.54% hits; inhibition, % at 12.5 µM; Histone-lysine N-methyltransferase NSD2 (Homo sapiens), O96028; NSD2 peptide methylation, 120 min; in the data active = inhibition above about 50%
RTF Ca sens inh = cardiac RTF calcium sensitivity inhibitors, primary screen, biochemical, IANBD-TnC fluorescence, EC70 calcium | Troponin I, cardiac muscle (Homo sapiens) + Troponin T, cardiac muscle (Homo sapiens) + … | IANBD-labeled cardiac RTF, Ca2+ fluorescence | inhibition, % at 7.15 µM | 340,000 compounds, 0.12% hits | AID 493244, 2011;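 active = inhibition above the mean inhibition of all tested compounds plus 3 SD, cut at about 17% in these data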;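 also: assay run at fixed EC70 calcium of 1.6 mM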
Mot1-301 SUMO = yeast Mot1-301 growth rescue at high temperature, primary screen, SUMOylation pathway inhibitor project, S. cerevisiae, ATP luminescence, 38.5C. AID 2716, 2010. S. cerevisiae Mot1-301 growth rescue; percent above DMSO median, 100 means doubled. growth rescue, % at 18.8 µM. 320,000 compounds, 1% hits;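 active = every valid replicate shows activation above 250% relative to neutral control wells; inactive = the rest, any valid replicate at or below 250%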;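 also: OY570 slx delta 5 strain wells were the positive control but not used for scaling; some compounds called inactive have numbers as strong as hits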
cardiac RTF act = cardiac RTF calcium sensitivity activators, primary screen, biochemical, IANBD-TnC fluorescence, EC20 calcium | Troponin I, cardiac muscle (Homo sapiens) + Troponin T, cardiac muscle (Homo sapiens) + … | IANBD-labeled TnC RTF fluorescence at EC20 calcium; 0% EC20 calcium, 100% full calcium | activation, % at 7.2 µM | 340,000 compounds, 0.24% hits | AID 493008, 2010;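 active = activation above the mean over all tested compounds plus 3 SD, cut at about 30% in these data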;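 also: rise in fluorescence read as greater calcium sensitivity of cardiac thin filaments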
* marks the source's active call; other numbers are inactive results; / = no result given. Random draw from the library; overall some 3.2% were active at least once.

SMILES | CDK5 inh | PvdQ acylase | Rtt109 Vps75 | dFosB activator | Keap1 Nrf2 FP | C-LANA FP | PfHsp90 set2 | NSD2 HMT inh | RTF Ca sens inh | Mot1-301 SUMO | cardiac RTF act
O=C(CSc1nnc(NC(=O)c2ccco2)s1)NC1CCCCC1 | 1.2 | -5 | -2 | 22* | -4 | -0.5 | -4 | 3 | 6 | 3 | 11
O=C(Nc1ccc(Cl)cc1)Nc1cnccn1 | 7.1 | -9 | 5 | -10 | -4 | 1.6 | 7 | -1 | 0 | -5 | 8
CCNS(=O)(=O)c1ccc(CCC(=O)Nc2cc(Cl)ccc2Oc2ccccc2)cc1 | -9.6 | -18 | 9 | -8 | -1 | 0.6 | -37 | 2 | -6 | 1 | 9
Cc1cccc(NC(=O)COC(=O)CC2CCCC2)c1C | -0.2 | 0 | 1 | -4 | 0 | -0.7 | 0 | 0 | 0 | / | -5
O=C(NCC1CCCN(C(=O)c2cscn2)C1)c1ccccc1Cl (centres undefined) | -0.9 | -13 | 1 | -3 | 5 | 0.7 | 7 | -2 | -3 | -10 | 6
O=C(CN1C(=O)C(=O)N(C2CCCC2)C1=O)Nc1ccc(OC(F)F)cc1 | -0.4 | -9 | 5 | -4 | 3 | -0.8 | -5 | 2 | 1 | -14 | -2
CCOC(=O)Cn1c(S(=O)(=O)Cc2ccccc2Cl)nc(-c2ccccc2)c1-c1ccccc1 | 1.7 | 0 | -3 | -9 | 1 | 2.0 | / | -1 | -3 | -10 | 2
COc1ccc(CNC(=O)CN(C(=O)c2cc3sccc3n2C)C2CCCC2)cc1 | -0.1 | -3 | -5 | -12 | -3 | -0.8 | 12 | / | 9 | -10 | 4
CCCCNc1c(-c2ccc(OC)c(Sc3ccc(OC)cc3)c2)nc2ccc(Cl)cn12 | -2.5 | 1 | -3 | -6 | 2 | 1.9 | -13 | / | -8 | 28 | -4
O=C(CCc1ccccc1)Nc1cccc(S(=O)(=O)N2CCOCC2)c1 | 0.4 | -12 | -3 | -7 | -2 | -0.4 | 2 | 2 | -8 | 4 | -4
Cc1nnc(SCC(=O)Nc2nnc(-c3ccccc3)o2)s1 | 0.2 | 1 | 4 | 1 | 2 | 1.2 | / | -2 | -6 | 676 | -7
CCOc1ccc(-c2nc(C#N)c(N3CCN(CC)CC3)o2)cc1 | -3.2 | -12 | -1 | -8 | -2 | -0.4 | / | 18 | 3 | 0 | 0
CCCC1CCC(=NNC(=O)CNc2ccc(OC)cc2)CC1 (centres undefined) | 1.4 | 7 | 6 | -7 | -4 | -0.7 | 41 | 8 | -11 | 0 | 1
O=C(NC(=S)Nc1cccc(NC(=O)c2ccc(Cl)cc2Cl)c1)c1cccs1 | 1.6 | -3 | -5 | 44* | 1 | 0.4 | -14 | -4 | -11 | 14 | 4
CC(=O)Nc1ccc(NC(=O)CSc2nnnn2C2CCCCC2)cc1 | -0.5 | -3 | -34 | 9 | -5 | -2.1 | 21 | -5 | 4 | 15 | -4
Cc1cc(C)c(-c2cc(C(F)(F)F)no2)c(=O)[nH]1 | 0.0 | 13 | -14 | -6 | 1 | -0.3 | 42 | -4 | 4 | 3 | -5
O=C(CN1C(=O)c2ccccc2S1(=O)=O)N1CCc2ccccc2C1 | 1.5 | 5 | 1 | -3 | 3 | 0.1 | 2 | / | 0 | -17 | -3
O=C(NC1CC(=O)N(c2ccc(F)cc2)C1)N1CCN(C(=O)c2ccco2)CC1 (centres undefined) | -0.2 | 5 | 2 | 5 | -3 | 1.2 | / | 19 | -6 | 327 | -2
O=C1NC[C@@H](Cc2cccc3ccccc23)N(CC2CCCCC2)C1=O | -1.7 | -15 | 14 | -16 | -3 | 1.5 | 3 | / | -7 | -16 | 2
Clc1ncnc2scc(C3COc4ccccc4O3)c12 (centres undefined) | -0.6 | -9 | 7 | -4 | 0 | 0.4 | 6 | 0 | -3 | 13 | 7
CCCc1cc(C(=O)N2CCN(c3ccccc3C)CC2)cs1 | 0.1 | -12 | 1 | -13 | 4 | 0.7 | / | -9 | -4 | -7 | 2
CCOC(=O)Cc1csc(SCC(=O)c2c(N)n(CC(C)C)c(=O)n(C)c2=O)n1 | 2.5 | 7 | -9 | -11 | -1 | -0.9 | -7 | -2 | 4 | 63 | 1
CC(=O)Oc1ccc(C(=O)Nc2ccccc2C(=O)N2CCCC2)cc1 | 0.3 | 4 | 30 | -1 | -3 | -0.3 | -6 | 6 | 3 | -4 | -6
Cc1ccc2nc(NC(=O)c3ccc4c(c3)OCO4)sc2c1 | 2.8 | -3 | -3 | 15 | 2 | 1.6 | / | / | -4 | 1 | 5
CC(=O)c1c(C)[nH]c(C(=O)OCCOc2ccccc2)c1C | 1.2 | -2 | -1 | -1 | 6 | -1.9 | -23 | -1 | -6 | 13 | -4
Cc1cccc(C(=O)Nc2ccc(Oc3cnccn3)cc2)c1 | 1.2 | -1 | -1 | 4 | 2 | -0.4 | 19 | -2 | -7 | -14 | -5
CC(C)(C)c1ccc(C(=O)NCC(=O)OCC(=O)Nc2nc(-c3ccc(F)cc3)cs2)cc1 | 0.9 | -10 | 8 | -11 | -5 | 1.2 | -25 | -2 | -45 | -18 | 2
COc1ccc(F)cc1S(=O)(=O)N1CCC(C(N)=O)CC1 | 1.2 | -14 | 4 | -4 | -2 | 0.7 | 15 | / | -2 | -6 | 0
CSc1ccccc1NS(=O)(=O)c1cccc2nonc12 | -1.9 | -14 | 8 | -2 | -6 | 0.3 | 13 | 3 | -2 | 15 | -1
COc1ccc(Nc2nc(Nc3ccc(OC)cc3)nc(-n3[nH]c(=O)c(C)c3C)n2)cc1 | -0.4 | -7 | -1 | -8 | -4 | 2.2 | / | 0 | -4 | 7 | 0
O=C(Nc1ccccc1)OCC1CCCO1 (centres undefined) | -1.6 | 6 | -3 | -1 | 3 | -0.9 | -10 | / | 1 | -17 | -1
CCOC(=O)Cn1c(=N)n(CCOc2ccc(OC)cc2)c2ccccc21 | -1.6 | -3 | 5 | 7 | -2 | -0.3 | 3 | 4 | -1 | 10 | -5
NC(=O)[C@@H]1CCCN1C(=O)c1cc(COc2ccc(F)cc2F)on1 | 0.1 | 0 | -2 | 4 | 4 | 2.5 | 0 | -9 | 0 | 6 | 0
O=C(Nc1ccc(S(=O)(=O)Nc2ncccn2)cc1)c1ccco1 | -0.4 | -13 | -4 | 3 | -4 | 1.7 | -7 | 2 | -12 | 6 | 7
CCN(CC(=O)NCc1ccc(F)cc1)CC(=O)Nc1ccc(Br)cc1F | 1.2 | 2 | -1 | -1 | -4 | -1.4 | -3 | 38 | -14 | -5 | -1
Cc1ccc(NC(=S)Nc2ccc(OC(F)F)c(Cl)c2)cc1Cl | 0.3 | -10 | -3 | -4 | -5 | -0.4 | 8 | 0 | 4 | -3 | 4
Cc1ccc(S(=O)(=O)Nc2nc3n(n2)C(c2ccc(Cl)cc2)CC(=O)N3)cc1 (centres undefined) | 0.5 | -14 | -7 | 1 | 0 | -1.3 | -31 | 14 | -7 | -1 | 11
CCn1c(CSc2nc3ccccc3n2C)nc2ccccc21 | 0.5 | -10 | 9 | -15 | 2 | 0.7 | -11 | -3 | -2 | 29 | 0
COCc1cc(CNC(=O)C2CCC(=O)N(Cc3ccccc3OC)C2)[nH]n1 (centres undefined) | 0.0 | 9 | 1 | -3 | -2 | -0.3 | -5 | -2 | -3 | 27 | 3
O=C1c2cccc(OCC(=O)N3N=C(c4cccs4)CC3c3ccc(F)cc3)c2CCN1Cc1ccccc1 (centres undefined) | -4.6 | -8 | 3 | -9 | -6 | -0.7 | 4 | -1 | -2 | -4 | -4
CCOC(=O)C(NC(=O)N1CCCCC1)(c1ccccc1)C(F)(F)F (centres undefined) | 0.6 | 7 | 4 | -7 | -1 | 1.1 | -33 | -5 | -3 | 24 | -4
Cc1cc(C)nc(-n2nc(C)c3c(=O)[nH]c(C(F)(F)F)nc32)n1 | -0.5 | -9 | -7 | 0 | -1 | -0.5 | 4 | -2 | 2 | / | -5
CCNC(=O)CN(c1ccc(Oc2ccccc2)cc1)S(=O)(=O)c1ccccc1 | 1.8 | -8 | -9 | 2 | 0 | 0.3 | 13 | 2 | 8 | -4 | 1
CC(=O)Oc1ccc(C(=O)Nc2cccc(NC(=O)c3ccco3)c2)cc1 | -0.4 | -3 | -1 | -21 | -1 | -1.4 | -36 | 2 | -13 | -12 | -5
COc1ccc(-c2nnn(CC(=O)N(C3CCCCC3)C(C)C(=O)NC3CCCC3)n2)cc1OC (centres undefined) | -1.4 | -14 | -6 | 2 | 3 | 0.1 | / | 0 | -6 | -9 | -2
CCOc1ccc(N2CC(C(=O)NNC(=O)c3ccc(F)cc3)CC2=O)cc1 (centres undefined) | 0.2 | -17 | -5 | 11 | 0 | 1.2 | / | 0 | -11 | -14 | 0
CN(Cc1ccccc1)C(=O)COC(=O)CCC(=O)c1ccc(F)cc1 | -0.2 | -1 | -2 | -3 | 3 | -0.3 | -9 | -2 | 0 | -6 | 5
Cc1ccc(S(=O)(=O)NCC2CCC(C(=O)NC3CCCCC3)CC2)cc1 (centres undefined) | -0.4 | -17 | -4 | -9 | 1 | 0.5 | 18 | -1 | -3 | 9 | 8
O=C(NC(=S)N1CCN(c2ccccc2)CC1)c1ccccc1 | -2.8 | -18 | 3 | -2 | -5 | -0.7 | / | 1 | 0 | -10 | 1
Cc1ccc(NC(=O)c2ccc(CSc3nccc(C)n3)cc2)cc1 | -0.9 | -11 | -5 | -4 | 3 | -0.8 | 9 | -4 | -2 | 0 | -5
C[N+](C)(CC#N)C/C=C\c1ccccc1 | -4.1 | -12 | -1 | 0 | -4 | 2.2 | 0 | 0 | -8 | 79 | 0

Source: PubChem BioAssay (several laboratories)
